Shiga toxin inh – A qHTS for Small Molecule Inhibitors of Shiga Toxin | inhibition, % at 38.7 µM | Vero cells, Shiga toxin protein synthesis inhibition reporter | 290,000 tested, 9.2% active | AID 2315, 2010; in the data active = inhibition mostly above about 28%, no sharp cut-off; inactive = mostly below about 43%; also: 0% is about no effect
Pf growth 96h – Primary qHTS for delayed death inhibitors of the malarial parasite plastid, 96 hour incubation; P. falciparum luciferase reporter growth, 96 h; Potency, µM (doses to about 28.7 µM), for the others: top-dose activity change, negative = inhibition, usual class: inhibitors; 320,000 tested, 6.9% active; also: potency is read from the fitted curve at half-maximal effect; % is scaled to controls: 0 for no effect and ±100 for the full control effect
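Two-generation exposure (96 h) targets delayed-death phenotype. Reporter parasites carrying integrated firefly luciferase, in red cells at 2% hematocrit and 0.05% parasitemia final, kept at 37 C, 5% CO2; luminescence loss indicates inhibition.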
Pf growth 48h – Primary qHTS for delayed death inhibitors of the malarial parasite plastid, 48 hour incubation; Potency, µM (series often up to 28.7 µM), for the others: top-dose activity change, negative = inhibition, actives largely listed as inhibitors; P. falciparum luciferase growth in erythrocytes, 48 h; 310,000 tested, 5.9% active; also: potency is read from the fitted curve at half-maximal effect; % is scaled to controls: 0 for no effect and ±100 for the full control effect
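Growth was read as firefly luciferase luminescence after a 48 h, 37 C, 5% CO2 exposure of compounds to reporter-bearing P. falciparum cultures (0.1% parasitemia, 2% hematocrit final) in Albumax-supplemented RPMI 1640.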
HCV inhibitor – qHTS Assay for Inhibitors of Hepatitis C Virus (HCV). Huh7.5.1 HCVcc-Cre infection, luciferase reporter, 44 h. Potency, µM (series often up to 41.8 µM), for the others: at the highest dose activity change, negative = inhibition, usual class: inhibitors. 340,000 tested, 3.4% active; also: potency is read from the fitted curve at half-maximal effect; % is scaled to controls: 0 for no effect and ±100 for the full control effect
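After 44 h co-culture of compound, cells and HCVcc-Cre (~0.5 moi), substrate is added for 15 min at room temperature and luciferase measured over 15 sec. Cells were seeded at 1,000/well and pre-cultured 4 h.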
CHX counter – Cycloheximide Counterscreen for Small Molecule Inhibitors of Shiga Toxin; cell reporter, cycloheximide protein synthesis inhibition counterscreen; max response, %; 300,000 tested, 12% active; in the data active = max response mostly above about 13%, no sharp cut-off; inactive = mostly below about 14%; also: read at 38.3 µM for the half of the compounds with a filed dose; 0% is about no effect
FBPA Giardia inh – qHTS Assay for Inhibitors of Fructose-1,6-bisphosphate Aldolase from Giardia Lamblia. Potency, µM (titrated, usually from 59.6 µM), for inactives: top-dose activity, negative = inhibition, actives largely listed as inhibitors. A8B2U2. 290,000 tested, 0.71% active. purified Giardia FBPA; also: potency is read from the fitted curve at half-maximal effect; % is scaled to controls: 0 for no effect and ±100 for the full control effect; nearly all actives have a fitted effect of over 55% in size
Target sequence (A8B2U2 whole entry, looked up): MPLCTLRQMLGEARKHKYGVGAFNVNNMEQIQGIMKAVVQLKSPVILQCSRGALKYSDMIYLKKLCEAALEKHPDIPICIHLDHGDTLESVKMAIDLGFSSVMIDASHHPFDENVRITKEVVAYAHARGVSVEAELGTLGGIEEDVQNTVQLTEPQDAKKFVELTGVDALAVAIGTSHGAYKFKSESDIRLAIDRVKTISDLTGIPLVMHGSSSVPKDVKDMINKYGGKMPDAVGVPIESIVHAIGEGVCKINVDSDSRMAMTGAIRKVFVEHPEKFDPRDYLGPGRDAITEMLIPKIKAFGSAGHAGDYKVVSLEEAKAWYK
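40 nM FBPA preincubated 10 min at RT with compound (up to 57.5 uM final), then substrate plus GAPDH/TPI/NAD/arsenate coupling and diaphorase/resazurin added. Fluorescence read after 20 min at RT, 525/598 nm.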
* marks the source's active call; other numbers are inactive results; ? = inconclusive; . = no result given; [ ] = remark or other dose. Unless noted, calls follow the shape of the dose curve; as a rule, active = well fitted curve in the direction sought with a large enough effect; inconclusive = small, poorly fitted or top-dose-only effect, or another doubt; inactive = no such curve, though single readings can be large; an effect the other way counts as inactive or inconclusive.

SMILES | Shiga toxin inh | Pf growth 96h | Pf growth 48h | HCV inhibitor | CHX counter | FBPA Giardia inh
CCOC1=NN(c2ccccc2)C(=O)/C1=C\N(C)C | 43 | -14% | 23% | -2% | -2 | 6%
O=C(O)C1CCC(CNS(=O)(=O)c2ccc(Cl)cc2)CC1 (stereo unspecified) | -8 | 1% | 30% | -1% | -2 | 5%
CCCc1nn(-c2cc(Cl)ccc2OC)c2c1C(=O)CCC2 | -14 | -5% | . | -14% | -3 | 4%
Nc1c(C(=O)Nn2cnnc2)cc([N+](=O)[O-])cc1[N+](=O)[O-] | 0 | -20% | 22% | 7% | -1 | 9%
Cc1cc(=O)oc2ccc(OC(C)C(=O)O)cc12 (stereo unspecified) | 11 | 4% | 7% | 15% | -3 | 2%
CCc1ccccc1N1C(=O)CC(Sc2nccc(C)n2)C1=O (stereo unspecified) | -2 | ? | -15% | 10% | -3 | -8%
COc1ccc(CC(=O)OCC(=O)NC(=O)Nc2ccccc2F)cc1 | . | 20% | 7% | -18% | . | .
O=C(O)c1cn2c3c(ccc(Cl)c3c1=O)OCC2 | 21 | 27% | 45%[activator] | 42%[activator] | -3 | 10%
Cc1nccn1-c1c([N+](=O)[O-])c(=O)n(C)c2ccccc12 | -12 | -22% | -24% | -15% | 0 | -8%
CC(C)(C)n1nc2c(c1NC(=O)COc1ccc3ccccc3c1)CS(=O)C2 (stereo unspecified) | -14 | -12% | . | 13% | -2 | -5%
Cc1ccccc1NC(=O)CCn1c(=O)oc2ccccc21 | -2 | -14% | -2% | 8% | 2 | 1%
Cc1nc2ccc(C(=O)N/N=C/c3ccccc3O)cc2[nH]1 | 84* | ? | ? | -7% | 44* | -12%
N#Cc1nc(-c2ccc(OCc3ccccc3Cl)cc2)oc1NCCCn1ccnc1 | 26* | 21% | 1.7µM* | 5% | 15* | -7%
CC(C)CCn1c(N2CCCC2)nc2c1c(=O)[nH]c(=O)n2C | -5 | 0% | -18% | -11% | 2 | 11%
O=C(Cn1cccn1)N1CCCC(N2CCN(c3ccccc3F)CC2)C1 (stereo unspecified) | -2 | 3.7µM* | 27% | 18% | -3 | 16%
COc1ccccc1-n1c(SCC(=O)N2CCOCC2)nc2cccnc21 | 24 | 40%[activator] | 24% | 14% | 7 | -9%
O=C(CCSc1nc(-c2ccco2)cc(C(F)(F)F)n1)NCC1CCCO1 (stereo unspecified) | -4 | ? | ? | 10µM* | -2 | 2%
O=C(Nc1nnc(-c2ccco2)s1)C1CCN(S(=O)(=O)c2ccc(Cl)cc2)CC1 | -11 | -1% | ? | -8% | -3 | 5%
COc1ccc(C(=O)NC(=S)SCC(=O)O)cc1 | 26* | -2% | 39%[activator] | 14% | 15* | ?
COc1cccc(-n2c(=S)sc3c(=O)n(-c4ccccc4OC)c(SCC4OCCO4)nc32)c1 | -11 | -24% | ? | 16% | 9 | -29%
O=C(Nc1nccs1)c1ccccc1N=Cc1ccccc1 | 48* | 136%[activator] | 33%[activator] | -8% | 25* | -3%
O=C(CSc1nc2sc3c(c2c(=O)n1-c1ccccc1)CCCC3)N/N=C/c1ccc(C(=O)O)cc1 | -3 | ? | -10% | 2% | -3 | -20%
C/C(=N\NC(=O)CSCc1ccccc1Cl)c1cccc(NC(=O)c2ccccc2)c1 | 13 | 28% | ? | ? | 0 | 1%
COC(=O)c1ccc(-n2c(C)cc(C(=O)COC(=O)CNS(=O)(=O)c3ccc(C)cc3)c2C)cc1 | 3 | 11% | 24% | 26% | -2 | 0%
CNC(=O)c1c(NC(=O)C2=COCCO2)sc(C)c1C | . | -3% | -9% | ? | . | .

Single records, from the list above.
O=C(Nc1nccs1)c1ccccc1N=Cc1ccccc1 is entered as Shiga toxin inh = 48*; Pf growth 96h = 136%[activator]; Pf growth 48h = 33%[activator]; HCV inhibitor = -8%; CHX counter = 25*; FBPA Giardia inh = -3%
C/C(=N\NC(=O)CSCc1ccccc1Cl)c1cccc(NC(=O)c2ccccc2)c1 is entered as Shiga toxin inh = 13; Pf growth 96h = 28%; Pf growth 48h = ?; HCV inhibitor = ?; CHX counter = 0; FBPA Giardia inh = 1%

New compounds follow.
SMILES | Shiga toxin inh | Pf growth 96h | Pf growth 48h | HCV inhibitor | CHX counter | FBPA Giardia inh
CCN(Cc1ccccc1)C(=O)CCc1nc(-c2ccc(C)cc2)no1 | 25 | ? | 2% | -4% | 7 | 0%
Cc1ccccc1C1C(C#N)=C2NC(=O)c3c(sc4c3CCCCC4)N2C2=C1C(=O)CC(C)(C)C2 (stereo unspecified) | -7 | 0% | ? | . | -3 | -13%
Cc1ccc(C(=O)Nc2ccccc2C(=O)O)cc1S(=O)(=O)NC1CCCCC1 | 4 | 0% | 2% | 14% | 8 | 4%
Cc1sc2c(c1C)C(c1ccc(C(C)(C)C)cc1)=NCC(=O)N2CC(=O)Nc1nccs1 | -11 | 10µM* | ? | -29% | -2 | -9%
COc1ccc(/C=C/C(=O)C2C(=O)C=C(C)OC2=O)cc1O (stereo unspecified) | 13 | ? | ? | -2% | 17* | ?
CCOc1ccc(N(CCCCO)C(=S)NC(=O)c2ccc(C)c(Br)c2)cc1 | -2 | -19% | 11% | 22% | 4 | 5%
CSc1ccc(NC(=O)N2CC=C(n3c(=O)[nH]c4ccccc43)CC2)cc1 | -17 | ? | ? | 10µM* | -1 | 1%
CCOC(=O)C1(Cc2ccccc2)NC(c2ccccc2F)C2C(=O)N(CC)C(=O)C21 (stereo unspecified) | 33 | 42%[activator] | ? | ? | 3 | 2%
O=C(NCC1CCCO1)c1ccc(CSCc2cccc(F)c2)o1 (stereo unspecified) | 18 | 9% | -8% | 0% | 25 | 4%
COCCn1c(SCC(=O)N2CCCC2)nnc1-c1ccco1 | -3 | 35% | 24% | 5% | -6 | -6%
COc1ccc(Nc2ncnc3sccc23)cc1 | 72* | 158%[activator] | 164%[activator] | -13% | 31* | -5%
Cc1cc(NC(=O)CN(C)S(=O)(=O)c2cnc[nH]2)ccc1Br | -5 | ? | -13% | 16% | 8 | .
O=C(COc1ccccc1)NCC(=O)N/N=C/c1ccc(Cl)cc1 | -5 | -10% | -3% | -5% | 2 | 2%
COc1ccc(C(=O)CC(=O)C(=O)Nc2ccc(C)c(C)c2)cc1 | 94* | 12% | . | -12% | 18* | -20%
O=C(NCCCN1CCCC1)Nc1cccc2ccccc12 | -7 | ? | 23% | 37%[activator] | -3 | -22%
COc1ccccc1NS(=O)(=O)c1ccc(C)c(C(=O)NC2CCN(Cc3ccccc3)CC2)c1 | . | ? | 10µM* | 2.2µM* | . | .
COC(=O)c1cc2oc(C)cc2n1CC(=O)Nc1ccc(C)c(C)c1 | 23 | 1.7µM* | 0% | 4µM* | -2 | 1%
Cc1cc2oc(C(=O)Nc3ccc(S(N)(=O)=O)cc3)c(C)c2cc1Cl | -2 | 59% | 5% | -19% | -1 | 1%
CN(C(=O)c1ccccc1C(=O)OCC(=O)c1ccc(F)c(F)c1)C1CCCCC1 | . | ? | ? | -14% | . | .
O=C(CSc1nnc(-c2cccc(Br)c2)o1)N1CCOCC1 | 10 | 6% | 28% | 12% | 1 | 5%
Cc1ccc(-c2nnc(SCC(=O)Nc3ccc(S(=O)(=O)N4CCCCCC4)cc3)o2)cc1 | 2 | 11%[5.75 µM] | ? | -3% | -1 | -4%
CC(=O)Nc1ccccc1OCCOc1ccc(Br)cc1 | 17 | -13% | 42%[activator] | ? | 5 | -1%
O=C(CCNS(=O)(=O)c1ccc(Br)cc1)NCc1ccc(F)cc1 | -15 | 2% | 13% | -5% | 9 | -1%
COc1ccc(OC)c(C(=O)c2nc3c(n2O)CCCCC3)c1 | 25 | 9% | 7% | 14% | 0 | ?
OC(COCc1ccccc1)Cn1cnc2ccccc21 (stereo unspecified) | -9 | 18% | 10% | 2% | 12 | -2%

Some of the entries so far, field by field:
> CSc1ccc(NC(=O)N2CC=C(n3c(=O)[nH]c4ccccc43)CC2)cc1
  Shiga toxin inh = -17
  Pf growth 96h = ?
  Pf growth 48h = ?
  HCV inhibitor = 10µM*
  CHX counter = -1
  FBPA Giardia inh = 1%
> CCOC(=O)C1(Cc2ccccc2)NC(c2ccccc2F)C2C(=O)N(CC)C(=O)C21 (stereo unspecified)
  Shiga toxin inh = 33
  Pf growth 96h = 42%[activator]
  Pf growth 48h = ?
  HCV inhibitor = ?
  CHX counter = 3
  FBPA Giardia inh = 2%
> O=C(NCC1CCCO1)c1ccc(CSCc2cccc(F)c2)o1 (stereo unspecified)
  Shiga toxin inh = 18
  Pf growth 96h = 9%
  Pf growth 48h = -8%
  HCV inhibitor = 0%
  CHX counter = 25
  FBPA Giardia inh = 4%

(further entries)
SMILES | Shiga toxin inh | Pf growth 96h | Pf growth 48h | HCV inhibitor | CHX counter | FBPA Giardia inh
CCc1c(C(=O)Nc2ccc(C)c(C)c2)[nH]c(C)c1C(C)=O | 84* | 3% | -10% | ? | 40* | 4%
O=C(c1ccco1)N(Cc1cccc([N+](=O)[O-])c1)c1ccc(Br)cc1 | -13 | ? | -18% | 6% | -4 | ?
O=C(O)c1cc(Cl)c(Cl)cc1C(=O)Nc1cccnc1 | -13 | 0% | 20% | . | 4 | -9%
CCOC(=O)c1sc(=S)n(-c2ccc(F)c(F)c2)c1N | 12 | ? | 5% | -3% | -2 | 2%
O=C(COC(=O)c1n[nH]c2ccccc12)NCCc1ccc(Cl)cc1 | . | 5% | 1% | ? | . | .
CCC(CC)C(=O)Nc1c2c(nn1-c1ccc(OC)cc1)CS(=O)C2 (stereo unspecified) | -3 | 0.033µM* | . | 7% | -4 | 8%
COc1ccc(-c2cc([N+](=O)[O-])ccc2OCC(=O)N(C)CC(=O)Nc2ccc(C)cc2)cc1 | . | 9.3µM* | 6.6µM* | ? | . | .
Cn1c(=O)[nH]c(=O)c2c1nc(SCc1ccccc1Cl)n2CC(N)=O | 11 | 0% | 26% | . | -3 | 10%
COc1cccc(NC(=O)CSC2=NN3CCCC(=O)N=C3S2)c1 | 26 | 3% | -10% | 6% | -1 | -12%
COc1ccc(CCNC(=O)/C=C/c2ccco2)cc1 | 18 | -14% | -7% | -5% | -3 | 7%
CCOC(=O)C1=C(C)NC2=C(C(=O)C(C(=O)OCC)C(c3ccccc3OC)C2)C1c1ccccn1 (stereo unspecified) | -11 | 3.7µM* | 4.1µM* | -7% | -1 | -1%
NC(=O)c1nsc(C(=O)N(c2ccccc2F)C(C(=O)NCc2ccccc2)c2ccc(O)cc2)c1N (stereo unspecified) | -10 | 22% | ? | ? | -5 | 3%
CCc1nnc(NS(=O)(=O)c2ccc(N/C=C/C(=O)c3ccc(OC)cc3)cc2)s1 | 86* | ? | 36%[activator] | 19% | 51* | 5%
CCN(CC)S(=O)(=O)c1cccc(NC2=NCCCCC2)c1 | 1 | 46%[activator] | -5% | 0% | -2 | 0%
Cc1ccc(S(=O)(=O)N2CCCCC2)cc1C(=O)Nc1ccc(S(=O)(=O)Nc2ncccn2)cc1 | 21 | 0% | -21% | 17% | -1 | 0%
CCOC(=O)C1(CCCc2ccccc2)CCN(C2CCC2)CC1 | 4 | ? | 24% | ? | 4 | -6%
O=C(NCCCN1CCCC1=O)c1ccc(OCc2ccccc2)cc1 | 45 | 1% | . | -1% | 28* | 1%
O=C(Cc1csc(-c2ccc(F)cc2)n1)Nc1cccc(S(=O)(=O)NC2=NCCC2)c1 | . | 6.6µM* | -29% | 1% | . | .
c1ccc(-c2nnc3n2N=C(c2ccc4c(c2)OCO4)CS3)nc1 | -7 | ? | . | 20% | -2 | 16%
Cc1nn(Cc2ccccc2)c(C)c1NC(=O)c1noc2c1CCc1ccccc1-2 | -18 | 336%[activator] | . | ? | -2 | -17%
O=C(CC(=O)c1ccccc1)Nc1cccnc1 | 11 | 11% | 13% | 27% | 24* | -4%

Bioassay records (PubChem)
